PAFAH2 inh: PAFAH2 enzyme inhibitors, primary screen, biochemical, fluorescence polarization, human. Platelet-activating factor acetylhydrolase 2, cytoplasmic (Homo sapiens), Q99487. recombinant PAFAH2, FP-rhodamine activity probe. inhibition, % at 3.39 µM. actives 0.99% (n = 340,000). AID 492956, 2010;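 active = inhibition above the mean over all tested compounds plus 3 SD, cut at about 30% in these data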;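 also: inhibitors block probe labeling of enzyme so polarization drops; 0% = enzyme with DMSO and 100% = wells lacking PAFAH2 protein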
PAFAH1B2 inh: PAFAH1B2 enzyme inhibitors, primary screen, biochemical, fluorescence polarization, human | AID 492953, 2010 | Platelet-activating factor acetylhydrolase IB subunit alpha2 (Homo sapiens), P68402 | recombinant PAFAH1B2, FP-rhodamine activity probe | inhibition, % at 3.39 µM | actives 1.2% (n = 340,000);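 active = inhibition above the mean of all tested compounds plus 3 SD, cut at about 24% in these data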;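 also: 0% = enzyme with DMSO and 100% = wells lacking PAFAH1B2; many of its hits are not listed in these tables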
Target sequence (P68402 whole entry, looked up): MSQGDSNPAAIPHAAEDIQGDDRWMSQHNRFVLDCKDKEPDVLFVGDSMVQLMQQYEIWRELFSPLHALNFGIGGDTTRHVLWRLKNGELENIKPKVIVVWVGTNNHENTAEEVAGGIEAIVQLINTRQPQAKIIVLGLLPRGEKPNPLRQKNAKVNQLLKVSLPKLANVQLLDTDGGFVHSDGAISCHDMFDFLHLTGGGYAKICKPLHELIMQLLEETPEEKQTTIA
PAFAH1B3 inh: PAFAH1B3 enzyme inhibitors, primary screen, biochemical, fluorescence polarization, human. recombinant PAFAH1B3, FP-rhodamine probe. AID 492972, 2010. inhibition, % at 3.39 µM. actives 0.28% (n = 340,000);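 active = inhibition above the screen-wide average of all tested compounds plus 3 SD, cut at about 25% in these data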;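 also: 0% = enzyme with DMSO only and 100% = wells lacking PAFAH1B3 protein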
Target sequence (Q15102 whole entry, looked up): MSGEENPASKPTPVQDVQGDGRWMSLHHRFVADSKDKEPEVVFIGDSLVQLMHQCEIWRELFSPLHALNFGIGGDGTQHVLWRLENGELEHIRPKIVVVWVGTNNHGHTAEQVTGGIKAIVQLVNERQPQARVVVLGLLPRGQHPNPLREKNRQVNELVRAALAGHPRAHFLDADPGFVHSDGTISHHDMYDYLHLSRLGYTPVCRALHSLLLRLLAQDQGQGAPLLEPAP
* = called active by the depositor.

SMILES	PAFAH2 inh	PAFAH1B2 inh	PAFAH1B3 inh
CCCC(=O)Nc1c(-c2ccc(C)cc2)c(=O)c2ccccc2n1C	-3	2	5
CC(C)(C)N1CCC1CN (stereo unspecified)	-4	-2	12
COc1ccc(-c2csc(NC(=S)NC(=O)c3cccs3)n2)cc1OC	3	-3	8
CC(=O)OC1(C(C)=O)CCC2C3CC(Cl)C4=CC(=O)CCC4(C)C3CCC21C (stereo unspecified)	1	1	8
Cc1noc(C)c1CSCC(=O)Nc1ccccc1N1CCCC1	3	-3	10
Cc1cc(C)cc(N(CC(=O)NC2CCCCC2)C(=O)CCC(=O)Nc2cc(C)ccn2)c1	-2	3	1
Cc1ccc(NC(=O)C2CC(O)CN2C(=O)OCc2ccccc2)cc1C (stereo unspecified)	7	2	-3
CCC(C(N)=NCCc1ccc(OC)c(OC)c1)c1ccccc1 (stereo unspecified)	-8	0	-2
CN(C(=O)c1cccc(NC(=O)Cc2cccc(NC(=O)C3CCCN(C(=O)c4ccccc4)C3)c2)c1)C1CCC1 (stereo unspecified)	1	2	3
Cc1cc(N2CCCCCC2)n2nc(C)c(-c3ccccc3)c2n1	4	0	8

Part of the list above, limited to PAFAH1B3 inh and PAFAH1B2 inh.
Structure,PAFAH1B3 inh,PAFAH1B2 inh
CCCC(=O)Nc1c(-c2ccc(C)cc2)c(=O)c2ccccc2n1C,5,2
Cc1noc(C)c1CSCC(=O)Nc1ccccc1N1CCCC1,10,-3
Cc1cc(C)cc(N(CC(=O)NC2CCCCC2)C(=O)CCC(=O)Nc2cc(C)ccn2)c1,1,3

The list continues:
SMILES	PAFAH2 inh	PAFAH1B2 inh	PAFAH1B3 inh
O=C(Cc1cccc(NC(=O)C2CCCN(C(=O)CCc3ccccc3)C2)c1)Nc1ccc(C(=O)N2CCOCC2)cc1 (stereo unspecified)	1	9	12
COc1ccc(OC)c(S(=O)(=O)N2CCN(c3ccc(F)cc3)CC2)c1	0	1	6
S=c1nc[nH]c2c1ncn2-c1ccc(Cl)cc1	6	2	6
Cc1cccc(NC2CCCCC2NS(=O)(=O)c2ccccc2)c1 (stereo unspecified)	0	7	6
CC1=CC(C)(C)N(C(=O)c2ccccc2)c2ccc(C)cc21	7	2	3
CC(NC(=O)Nc1ccc(Cl)cc1)c1ccccc1 (stereo unspecified)	3	15	3
CCCC(=O)N1CCN(c2ccc(NC(=O)c3ccc([N+](=O)[O-])o3)cc2)CC1	2	-1	11
COc1cc[n+]([O-])cc1[N+](=O)[O-]	7	4	11
Nc1nc(-c2ccco2)nn1C(=O)c1ccc(F)cc1	-7	3	2
COc1ccc(NC(=O)CCCNC(=O)c2ccc(Cl)cc2)cc1S(=O)(=O)N1CCOCC1	-3	-1	-1

Some values from the list.
PAFAH2 inh, `COc1ccc(OC)c(S(=O)(=O)N2CCN(c3ccc(F)cc3)CC2)c1` = 0
PAFAH1B3 inh, `S=c1nc[nH]c2c1ncn2-c1ccc(Cl)cc1` = 6
PAFAH2 inh, `COc1ccc(NC(=O)CCCNC(=O)c2ccc(Cl)cc2)cc1S(=O)(=O)N1CCOCC1` = -3

Following part:
SMILES	PAFAH2 inh	PAFAH1B2 inh	PAFAH1B3 inh
CC(C)CN1CCC(=O)NC1=S	-1	1	14
Cc1ccc(NC(=O)CNC2CCS(=O)(=O)C2)cc1C (stereo unspecified)	-4	-1	12
Cn1c(=O)c2[nH]c(CCCCCCCc3nc4ccccc4[nH]3)nc2n(C)c1=O	1	4	9
NC(=Nc1nc(-c2ccccn2)cc2ccccc12)c1ccccn1	6	2	1
O=c1cc(-c2ccccc2)c2c([nH]1)CCCC2	-2	-3	2
CCCN(CC(=O)Nc1ccccc1C)C(=O)Cc1c[nH]c2ccccc12	8	-1	3
CC(C)(O)C#Cc1ccc(C(=O)N2CCC(CCC(=O)NC3CC3)CC2)cc1	4	3	3
CCOC(=O)N1CCC2CC1c1cc(Cl)ccc12 (stereo unspecified)	-6	12	4
C=Cc1ccc(C(=O)N2CCCC(Nc3ccc4c(c3)OCCO4)C2)cc1 (stereo unspecified)	-1	8	2
COc1ccc(CN2CCN(Cc3cc4ccccc4o3)CC2CCO)c(F)c1 (stereo unspecified)	3	2	-2
O=C(c1ccc2ccccc2c1)C1CCCN(C(=O)c2cccnc2)C1 (stereo unspecified)	-2	2	1
CC(C)CC1(C)CNC(=O)NC1	1	5	1
CC(C=Cc1ccccc1)=NNS(=O)(=O)c1ccc([N+](=O)[O-])cc1	6	7	6
CN(C(=O)c1cccc(NC(=O)Cc2ccc(NC(=O)C3CCCN(C(=O)C4CCCC4)C3)cc2)c1)C1CCCC1 (stereo unspecified)	2	6	7
COc1ccc(-n2nc3c(c2NC(=O)CCCl)CSC3)cc1	-7	0	3
NC(=O)NN=C1CCn2cccc21	1	-2	0
COc1ccc(CNC(=O)CN2CCC(NC(=O)c3ccc(OC)cc3)CC2)cc1	-10	8	6
Cc1ccc(C)c(S(=O)(=O)NC2CCSC2=O)c1 (stereo unspecified)	-3	-2	6
Cc1c([N+](=O)[O-])c(C(=O)NC2CCCC2)nn1C	2	0	4
CCCn1c(SCC(=O)N2c3ccccc3CC2C)n[nH]c1=O (stereo unspecified)	3	0	5
Cc1ccc(NS(=O)(=O)c2c(C)[nH]c(=O)[nH]c2=O)c(C)c1	2	0	0
Cc1cc2[nH]c3c4ccccc4nc(C)c3c2cc1C	-5	3	-2
Cc1ccccc1NC(=O)COC(=O)CCC(=O)c1cccs1	0	-1	7
CCC(C)n1c(-c2cccc(S(=O)(=O)N3CCOCC3)c2)n[nH]c1=S (stereo unspecified)	11	3	6
CN(C(=O)c1cccc(NC(=O)Cc2cccc(NC(=O)C3CCN(C(=O)C4CCCCC4)CC3)c2)c1)C1CC1	3	4	7
O=C1NC(=O)N(Cc2ccccc2)CC1Br (stereo unspecified)	0	2	4
CCCCOCC1CC(CC#CCN2CCCCC2)C(=O)O1 (stereo unspecified)	1	-9	0
COc1ccc(CCNC(=O)c2ccc(Br)cc2)cc1	-5	-3	-3
CC(C(=O)O)c1cccc(Oc2ccccc2)c1 (stereo unspecified)	4	12	4
O=C(N/N=C/c1cccnc1)c1cc(-c2ccc(Br)cc2)nc2ccccc12	-4	-7	1

Compound profiles, from the list above. Order of values: PAFAH2 inh	PAFAH1B2 inh	PAFAH1B3 inh
CN(C(=O)c1cccc(NC(=O)Cc2cccc(NC(=O)C3CCN(C(=O)C4CCCCC4)CC3)c2)c1)C1CC1 in the list: 3	4	7
O=C(N/N=C/c1cccnc1)c1cc(-c2ccc(Br)cc2)nc2ccccc12 in the list: -4	-7	1
CC(C(=O)O)c1cccc(Oc2ccccc2)c1 (stereo unspecified) in the list: 4	12	4
Cc1ccccc1NC(=O)COC(=O)CCC(=O)c1cccs1 in the list: 0	-1	7
COc1ccc(CCNC(=O)c2ccc(Br)cc2)cc1 in the list: -5	-3	-3

(next part)
SMILES	PAFAH2 inh	PAFAH1B2 inh	PAFAH1B3 inh
CC(C)Cn1cnc2c(Sc3c([N+](=O)[O-])ncn3C)nc(N)nc21	6	1	9
COc1cccc(NC(=O)CSc2nnc3ccc(-c4ccncc4)nn23)c1	1	1	5
CCOc1ccc(NC(=S)N2CCN(S(C)(=O)=O)CC2)cc1	-1	-1	-1
CC(C(C(=O)N1CCCCC1)N1CCCCC1)N1CCCCC1 (stereo unspecified)	0	-1	2
CCCCCc1ccnc(CC(=O)c2ccc(OC)cc2)c1	-1	9	2
Cc1ccc2c(c1)C1CN(C)CCC1N2C(=O)Nc1ccc(Cl)cc1 (stereo unspecified)	2	6	9
CCOc1ccc(-n2c(SCC(N)=O)nnc2-c2ccco2)cc1	-1	1	3
C=C(CN(C)C)C(=O)c1ccc(C)cc1C	3	-2	3
CCC1(CC)C(C#N)C(=O)NC(=O)C1C#N (stereo unspecified)	-1	1	12
CC1(C)C(CC(=O)O)CC1C(=O)O (stereo unspecified)	-5	3	9
Cc1ccc2oc(C(=O)N(Cc3ccccc3)C3CCS(=O)(=O)C3)c(C)c2c1 (stereo unspecified)	3	9	1
CC1=C(C(=O)O)N2C(=O)C(NC(=O)c3c(F)cccc3F)C2SC1 (stereo unspecified)	3	1	4
CCOc1ccccc1N1CCN(C(=O)c2cn(CC3CCCCC3)nn2)CC1	0	-4	0
Cc1ccc2occ(/C=N/NC(=O)c3ccc(O)cc3)c(=O)c2c1	14	2	5
CCC1(c2ccccc2)C(=O)N=C(N)N(C#N)C1=O (stereo unspecified)	-3	7	3
CCc1ccccc1NC(=O)CSc1nc(C)c(C)o1	-5	-7	-3
Cn1ccc(C(=O)NC(=S)Nc2ccc([N+](=O)[O-])cc2O)n1	1	6	9
NNc1ccccc1C(F)(F)F	-3	0	5
C=CCOc1ccc(/C=C\c2nc(O)c([N+](=O)[O-])c(=O)[nH]2)cc1OC	3	4	-2
Cc1cc(Cl)ccc1OCC(=O)Nc1ccc(CN2CCOCC2)cc1	2	6	6

Rewritten with the structure last: two of the compounds above.
PAFAH2 inh | PAFAH1B2 inh | PAFAH1B3 inh | Compound
-5 | 3 | -2 | Cc1cc2[nH]c3c4ccccc4nc(C)c3c2cc1C
0 | -1 | 7 | Cc1ccccc1NC(=O)COC(=O)CCC(=O)c1cccs1

(more compounds)
SMILES	PAFAH2 inh	PAFAH1B2 inh	PAFAH1B3 inh
Cc1ccc(CNCc2ccco2)cc1	5	6	7
COc1ccc(OC)c(S(=O)(=O)Nc2ccccc2C(=O)N2CCCCC2)c1	-2	2	3
COc1ccc(CCNCC(O)COc2c(C)cccc2C)cc1OC (stereo unspecified)	2	3	7
CCCc1cc2c(cc1NC(=O)Cc1ccccc1)OCO2	2	-1	1
COc1cccc(C(=O)N2CCN(C(=O)C3CC3)CC2)c1	-1	-3	-3
Cc1ccccc1-n1ncc2c1CC(C)(C)CC2NC(=O)CCn1cncn1 (stereo unspecified)	-6	0	-2
Cc1cc(C)c2cc(CN(CCO)Cc3nnnn3Cc3ccc(F)cc3)c(=O)[nH]c2c1	9	8	-2
Cc1cccc(-c2cccc(NC(=O)C3CCCN(C(=O)c4cccnc4)C3)c2)c1 (stereo unspecified)	-1	4	2
ClCCn1cnc2c(SCc3ccccc3)ncnc21	-3	8	6
COc1ccc2c3c([nH]c2c1)C(C)N(CCC(=O)NN)CC3 (stereo unspecified)	0	2	10
Cn1c(N)c(C(=O)CSc2nnc(-c3cccs3)n2C2CC2)c(=O)[nH]c1=O	-11	4	8
NC(=S)n1[nH]c(-c2ccc([N+](=O)[O-])cc2)c(N=Nc2ccc(Cl)cc2)c1=O	41*	9	9
OCC(O)C1OC(Oc2ccccc2)C(O)C(O)C1O (stereo unspecified)	7	4	6
CCOC(=O)c1c(C)[nH]c(C(=O)OCc2ccc(F)cc2)c1C	6	2	8
O=C1CC2CC1C(C(=O)O)C2C(=O)O (stereo unspecified)	1	4	-6
CCCCN(C(=O)CSCc1ccc(C)cc1)c1c(N)n(Cc2ccccc2)c(=O)[nH]c1=O	6	8	0
Cc1cc(NC(=O)CSc2nc3cc(Cl)ccc3c(=O)n2C(C)C)no1	3	5	0
CN(C(=O)c1cccc(NC(=O)Cc2ccc(NC(=O)C3CCN(C(=O)C4CCCCC4)CC3)cc2)c1)C1CCC1	5	-4	5
c1ccc(C(CN2CCCCC2)Oc2ccccn2)cc1 (stereo unspecified)	-5	3	-4
O=C(O)c1cccc(N2C(=O)c3cccc4cccc(c34)C2=O)c1	2	7	8
O=C1NC(=S)NC(=O)C1Nc1ccc(Cl)cc1	7	-1	9
O=C(O)c1ccccc1NC(=O)c1cc2ccccc2oc1=O	6	7	15
CCCCn1c(=O)c2c(nc3n2CCCN3Cc2ccccc2)n(C)c1=O	0	1	12
CCOc1ccc(CC(=O)N/N=C(\C)c2cccnc2)cc1OCC	3	5	7
CN(CC(=O)Nc1ccc(Cl)cc1)C(=O)C1CCCC1	-2	-4	-6
COc1cccc(NC(=S)NN=C2CCCCCC2)c1	9	4	5
COc1ccc(C(=C(CC(=O)O)C(=O)OC(C)(C)C)c2cc(OC)c(OC)c(OC)c2)cc1OC	7	6	3
COC(=O)c1ccc(Cn2nc(-c3cc(C)ccc3C)ccc2=O)cc1	-5	2	0
CC(=O)Nc1c(Cl)c(Cl)c2c(c1Cl)C(=O)c1cc(Cl)ccc1-2	9	9	7
COc1cccc(N2CCc3c(C)nc4ccc(Cl)cc4c32)c1	1	12	7
O=C(Nc1ccccc1)N1N=CCC1c1ccccc1 (stereo unspecified)	2	9	8
CCN(CC)S(=O)(=O)c1cccc(C(=O)N2CCCc3ccccc32)c1	4	5	5
C#CCOCCOCCOCCNc1nc(N2CCN(C(=O)Cn3cc(CCO)nn3)CC2)nc(N2CCN(C(=O)[C@H](Cc3ccc(O)cc3)n3cc(CCO)nn3)CC2)n1	13	-2	2
O=C1Nc2ccc([N+](=O)[O-])cc2C1=Nc1cccc(CO)c1	14	3	32*
CC(C)(C)OC(=O)N(CCc1ccccc1)Cc1cccc(OCc2cccc(NC(=O)/C=C/c3ccccc3)c2)c1	-36	-9	-8
COc1cccc(/C=N/NC(=O)CNC(=O)C2COc3ccccc3O2)c1O (stereo unspecified)	-5	1	3
Cc1ccc(C(=O)NCC(=O)Nc2ccc3c(c2)CCC3)cc1C	2	-2	-3
CC1CN(CCN2CC(C)N(C=O)CC2C)C(C)CN1C=O (stereo unspecified)	1	-3	4
CN(C(=O)COC(=O)c1ccc2c(c1)OCCO2)C1CCCCC1	69*	2	1
COc1ccc(OC)c(NC(=O)CCN2C(=O)c3ccccc3C2=O)c1	2	8	3
O=C(NC1CCCCC1)c1ccc([N+](=O)[O-])cc1	-4	3	2

Some of the compounds tested (hit frequency here may not be typical).
